CD40 NFkB inh – CD40 pathway inhibition in BL2 cells. BL2 NF-kB luciferase reporter, CD40L-induced, 4 h. inhibition, % at 10 µM. actives 0.94% (n = 83,000);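 active means mean inhibition of at least 50% with a set share of replicates also reaching that level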;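 further: 0% = neutral control wells and 100% = IKK inhibitor VII at 50 µM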
An asterisk follows results filed as active; [ ] = another dose, or the depositor's remark.

Screening CCOC(=O)c1c(C)n(CCO)c2ccc(O)cc12 returned CD40 NFkB inh 2.5.
Screening CCS(=O)(=O)Nc1ccc2c(c1)C(=O)N(C)[C@H]1CC[C@H](CC(=O)N[C@@H]3CCN(Cc4ccccc4)C3)O[C@@H]1CO2 returned CD40 NFkB inh 0.5[25 µM].
For O=C(c1cn(CC2CCCCC2)nn1)N1CCN(c2ccc(F)cc2)CC1 the results were CD40 NFkB inh -26.6.
Screening N#Cc1nc(-c2ccco2)oc1NCc1ccco1 returned CD40 NFkB inh -19.5.
For C[C@@H]1CN([C@@H](C)CO)C(=O)CCCn2cc(nn2)CO[C@@H]1CN(C)Cc1ccc2c(c1)OCCO2 the results were CD40 NFkB inh -2.7.
Screening Cn1cc(NC(=O)OCc2ccc(Cl)cc2)c(C(F)(F)F)n1 returned CD40 NFkB inh -0.6.
`CC(C)(C)C(=O)Nc1ccc(NC(=O)C(C)(C)C)cc1` gave CD40 NFkB inh -3.2.
`CC(Nc1ccc2ccccc2c1)C(=O)N/N=C/c1ccncc1` (stereo unspecified) gave CD40 NFkB inh 7.1.
O=C(Nc1ccc([N+](=O)[O-])cc1)C1CC1(c1ccccc1)c1ccccc1 (stereo unspecified) was read as CD40 NFkB inh 13.3.
CCOC(=O)C1CCN(C(=O)c2ccc3c(c2)C(=O)N(c2ccccc2C)C3=O)CC1 was read as CD40 NFkB inh -32.5.
Screening Cc1ccc(C(=O)Nc2cccc3ncccc23)cc1[N+](=O)[O-] returned CD40 NFkB inh 3.4.
For CCOC(=O)C(CC(=O)O)N1CCCCC1 (stereo unspecified) the results were CD40 NFkB inh 5.7.
COc1cccc(S(=O)(=O)NCc2ccc3c(c2)OCO3)c1 was read as CD40 NFkB inh 1.4.
Cc1ccc(-c2cc(C(=O)Nc3cccnc3)c3ccccc3n2)o1 was read as CD40 NFkB inh 9.5.
Screening Cc1cc(OCCN2CCN(S(=O)(=O)c3ccccc3F)CC2)ccc1C(C)C returned CD40 NFkB inh 6.5.
CNC[C@@H]1Oc2c(cccc2N(C)C)C(=O)N(C)C[C@@H]1C was read as CD40 NFkB inh -1.2.
`COc1cccc(CNC(=O)CCC2CCCN(C(=O)c3cc4ccccc4o3)C2)c1` (stereo unspecified) gave CD40 NFkB inh -91.8.
`Cc1nc2sc3c(c2c(=O)o1)CCC3` gave CD40 NFkB inh 5.8.
COCCn1c(C)cc(C(=O)COC(=O)c2ccc(Br)o2)c1C was read as CD40 NFkB inh 48.4*.
Screening O=C(Cn1c(=O)oc2ccccc21)Nc1ccccc1N1CCOCC1 returned CD40 NFkB inh 32.6.
`CCC(=O)N1[C@@H](CO)[C@@H](c2ccc(C3=CCCC3)cc2)C12CN(C(=O)COC)C2` gave CD40 NFkB inh -9.1[25 µM].
Screening CC(CC(=O)OCC(=O)NC1CCS(=O)(=O)C1)c1ccccc1 (stereo unspecified) returned CD40 NFkB inh 0.6.
Screening Cc1ccc(S(=O)(=O)Cc2ccc(C(=O)N3CCC(C)CC3)cc2)cc1 returned CD40 NFkB inh 6.1.
Screening COc1ccc(C)cc1NC(=O)C1CCCN1S(=O)(=O)c1ccccc1F (stereo unspecified) returned CD40 NFkB inh 13.4.
Screening C[C@H]1CN([C@@H](C)CO)C(=O)c2cccc(NC(=O)C3CCCCC3)c2O[C@H]1CN(C)S(C)(=O)=O returned CD40 NFkB inh -9.6[25 µM].
For C[C@H](CO)N1C[C@H](C)[C@@H](CN(C)C(=O)Cc2ccccc2)OCc2ccccc2-c2c(n(C)c3ccccc23)C1=O the results were CD40 NFkB inh 9.9.
OC(COc1ccc2cc(Br)ccc2c1)Cn1ccnc1 (stereo unspecified) was read as CD40 NFkB inh -13.0.
`N#Cc1ccc(-c2ccc([C@@H]3[C@@H]4CN(S(=O)(=O)c5ccc(-c6ccccc6)cc5)C[C@H]3N4)cc2)cc1` gave CD40 NFkB inh 9.5.
Screening CCN(CC(=O)Nc1c(F)cccc1F)C(=O)CNC(=O)c1ccc2ccccc2c1 returned CD40 NFkB inh -8.7.
`CNC(=O)OCc1cccc(COC(=O)NC)n1` gave CD40 NFkB inh 12.6.
For O=C(COC(=O)c1ccc(Cl)c(S(=O)(=O)N2CCCC2)c1)NC1CCCC1 the results were CD40 NFkB inh 11.1.
Screening COc1cccc(C2c3cc4c(cc3OC(N3CCOCC3)C2C)OCO4)c1O (stereo unspecified) returned CD40 NFkB inh 6.8.
Cc1[nH]c(/C=C2\C(=O)Nc3ccc(S(=O)(=O)Cc4c(Cl)cccc4Cl)cc32)c(C)c1C(=O)N1CCC[C@@H]1CN1CCCC1 was read as CD40 NFkB inh -4.5[25 µM].
O=S(=O)(N/N=C\c1ccc2c(c1)OCO2)c1ccccc1 was read as CD40 NFkB inh -25.8.
For Cc1ccc(CN(c2ccc(C(=O)N3CCc4ccccc4C3)cc2)S(C)(=O)=O)cc1 the results were CD40 NFkB inh 20.4.
`CCCNC(=O)N(C)C[C@H]1Oc2ncc(C#CC3CCCCC3)cc2C(=O)N([C@@H](C)CO)C[C@@H]1C` gave CD40 NFkB inh 8.3[25 µM].
For Cc1nc(CCNC(=O)CC2C(=O)NCCN2CC(C)C)nc2c1CCC2 (stereo unspecified) the results were CD40 NFkB inh -4.5.
Screening Cc1ccc(CN2CCN(CC(=O)N/N=C/c3c[nH]c4ccccc34)CC2)cc1 returned CD40 NFkB inh 16.5.
`CCc1cccc(C)c1NC(=O)CCCN1C(=O)CN(C)C1=O` gave CD40 NFkB inh -32.3.
Screening O=C(Nc1nccs1)[C@@H]1CCCN1S(=O)(=O)c1ccccc1F returned CD40 NFkB inh 5.4.
`CC(=O)N1c2ccc(S(=O)(=O)N(C)Cc3ccccc3)cc2CC1C` (stereo unspecified) gave CD40 NFkB inh 0.8.
`CCCNC(=O)[C@@H]1[C@@H](CO)[C@@H]2Cn3c(ccc(-c4cncnc4)c3=O)[C@@H]2N1C(=O)c1ccccc1F` gave CD40 NFkB inh -5.8[25 µM].
For CC1CCCCC1NC(=O)Cn1cnc2sccc2c1=O (stereo unspecified) the results were CD40 NFkB inh 7.9.
`O=C(COc1ccc(F)cc1)Nc1nnc(C2CC2)s1` gave CD40 NFkB inh -28.5.
For CC1(C)Cc2c(c(N3CCOCC3)nc3sc(-c4ccc(C(=O)O)o4)c(N)c23)CO1 the results were CD40 NFkB inh 11.0.
`C[C@@H](C(=O)NC1CCCCC1)N1C(=O)N2CCc3c([nH]c4ccccc34)[C@@]2(C)C1=O` gave CD40 NFkB inh 11.6.
COc1ccc(-c2c(C)nn(-c3ccccc3)c2N)cc1 was read as CD40 NFkB inh -82.9.
C/C=C/c1cccc(-c2nc(C(=O)NCc3cccc(OC)c3)cc3c2[C@@H](CCO)N([S@](=O)C(C)(C)C)C3)c1 was read as CD40 NFkB inh -13.9[25 µM].
For COc1ccccc1N1CCN(S(=O)(=O)c2ccc3nc(-c4ccccc4)[nH]c3c2)CC1 the results were CD40 NFkB inh 6.4.
CN(Cc1ccccc1)C(=O)COC(=O)c1cc([N+](=O)[O-])ccc1N1CCOCC1 was read as CD40 NFkB inh -13.3.
For CCC(C)n1c(OC)nc2c1c(=O)n(C)c(=O)n2C (stereo unspecified) the results were CD40 NFkB inh 15.1.
Screening CN(Cc1ccccc1)C(NC(=O)c1ccco1)C(Cl)(Cl)Cl (stereo unspecified) returned CD40 NFkB inh 5.0.
COc1ccc2c3c(n(C)c2c1)[C@@H](CO)N(C)CC31CN(C(=O)Nc2c(C)noc2C)C1 was read as CD40 NFkB inh 0.0[25 µM].
Screening CN1CCC(N(C)C(=O)NC2CCCCC2)CC1 returned CD40 NFkB inh 2.2.
CCN(CC(=O)Nc1c(F)cccc1F)C(=O)c1ccc(C(=O)c2ccccc2)cc1 was read as CD40 NFkB inh -10.1.
O=C(Nc1ccc([N+](=O)[O-])cc1)OCCc1ccccn1 was read as CD40 NFkB inh -49.3.
For CCCCn1c(CNC(=O)C(C)(C)C)nc2ccccc21 the results were CD40 NFkB inh 15.8.
Cc1cccn2c(CN3CCSCC3)c(C(=O)N3CCOCC3)nc12 was read as CD40 NFkB inh 1.4.
Screening O=C(Nc1nc2ccc(S(=O)(=O)N3CCCCC3)cc2s1)c1cccnc1 returned CD40 NFkB inh -9.1.
Screening CCOC(=O)C1(CCOC)CCN(Cc2ccc(C3CCCCO3)s2)CC1 (stereo unspecified) returned CD40 NFkB inh 6.9.

The closing three compounds of the section above lead into the next.
Cc1cccn2c(CN3CCSCC3)c(C(=O)N3CCOCC3)nc12 was read as CD40 NFkB inh 1.4.
Screening O=C(Nc1nc2ccc(S(=O)(=O)N3CCCCC3)cc2s1)c1cccnc1 returned CD40 NFkB inh -9.1.
Screening CCOC(=O)C1(CCOC)CCN(Cc2ccc(C3CCCCO3)s2)CC1 (stereo unspecified) returned CD40 NFkB inh 6.9.
For CCOC(=O)c1c(N)sc(C(=O)N(C)C)c1C the results were CD40 NFkB inh 4.1.
CCOc1ncccc1C(=O)N1CCCSC1=Nc1ccccc1OC was read as CD40 NFkB inh 7.1.
COc1cccc(CC(=O)Nc2ccc(N3CCOCC3)c(S(=O)(=O)Nc3ccccc3OC)c2)c1 was read as CD40 NFkB inh -13.3.
Screening COc1ccc(NC(=O)Nc2ccc3c(c2)CC(=O)N([C@H](C)CO)C[C@H](C)[C@@H](CN(C)C(=O)Nc2ccc4c(c2)OCO4)O3)cc1 returned CD40 NFkB inh -4.2.
O=C(NCc1ccncc1)c1cccc(NS(=O)(=O)c2ccc(F)c(F)c2)c1 was read as CD40 NFkB inh 0.7.
`CO[C@H]1CN(C)C(=O)c2cc(NS(=O)(=O)c3cn(C)cn3)ccc2OC[C@H](C)NC[C@@H]1C` gave CD40 NFkB inh -3.0[25 µM].
`O=C1NC(c2ccccc2)(c2ccccc2)C(=O)N1CNc1ccccn1` gave CD40 NFkB inh 7.0.
`CNC[C@@H]1Oc2ccc(N(C)C)cc2CC(=O)N([C@@H](C)CO)C[C@@H]1C` gave CD40 NFkB inh -6.7.
For O=C(C[C@H]1C=C[C@@H](NC(=O)c2ccc3c(c2)OCO3)[C@@H](CO)O1)NC1Cc2ccccc2C1 the results were CD40 NFkB inh 2.5[25 µM].
CCc1ccc(NC(=O)C2CCCCC2C(=O)O)cc1 (stereo unspecified) was read as CD40 NFkB inh 5.8.
Screening Cc1ccc(S(=O)(=O)N(C)CC(=O)OCC(=O)N2CCN(c3ccccc3)CC2)cc1 returned CD40 NFkB inh 2.7.
`COc1ccc(NC(=O)C(C)N2C(=O)c3ccccc3S2(=O)=O)c(OC)c1` (stereo unspecified) gave CD40 NFkB inh 17.4.
For CC12C(=O)N(n3cnnc3)C(=O)C1C1C=CC2C1 (stereo unspecified) the results were CD40 NFkB inh 5.3.
`O=C(COC(=O)CCc1nc2ccccc2c(=O)[nH]1)Nc1ccc(OC(F)(F)F)cc1` gave CD40 NFkB inh 3.4.
For c1ccc(-c2oc3ncnc(NCCCN4CCOCC4)c3c2-c2ccccc2)cc1 the results were CD40 NFkB inh 9.9.

The closing 6 records of the section above open the next one.
CCc1ccc(NC(=O)C2CCCCC2C(=O)O)cc1 (stereo unspecified) was read as CD40 NFkB inh 5.8.
Screening Cc1ccc(S(=O)(=O)N(C)CC(=O)OCC(=O)N2CCN(c3ccccc3)CC2)cc1 returned CD40 NFkB inh 2.7.
`COc1ccc(NC(=O)C(C)N2C(=O)c3ccccc3S2(=O)=O)c(OC)c1` (stereo unspecified) gave CD40 NFkB inh 17.4.
For CC12C(=O)N(n3cnnc3)C(=O)C1C1C=CC2C1 (stereo unspecified) the results were CD40 NFkB inh 5.3.
`O=C(COC(=O)CCc1nc2ccccc2c(=O)[nH]1)Nc1ccc(OC(F)(F)F)cc1` gave CD40 NFkB inh 3.4.
For c1ccc(-c2oc3ncnc(NCCCN4CCOCC4)c3c2-c2ccccc2)cc1 the results were CD40 NFkB inh 9.9.
Screening CC(C)(C)C(=O)Nc1sc2c(c1C#N)CCC2 returned CD40 NFkB inh -4.8.
For C[C@H](CO)N1C[C@H](C)[C@@H](CN(C)S(=O)(=O)c2ccc3c(c2)OCCCO3)OCc2cnnn2CCCC1=O the results were CD40 NFkB inh 12.2[25 µM].
`Cc1ccc(S(=O)(=O)NCCC(=O)NC2CCCCC2C)cc1` (stereo unspecified) gave CD40 NFkB inh -0.4.
Screening CCS(=O)(=O)Nc1ccccc1C(N)=O returned CD40 NFkB inh 6.2.
C=C(C)C1Cc2c(C)nn(-c3nc(C)cc(C)n3)c2C1 (stereo unspecified) was read as CD40 NFkB inh -10.1.
`Cc1ccc(S(=O)(=O)N(C)CCCC(=O)NC(C)(C)C)cc1` gave CD40 NFkB inh 2.0.
Screening CCN(CC(=O)NCc1ccc(Cl)cc1)C(=O)CSc1cc(C)ccc1C returned CD40 NFkB inh 7.2.
Screening CN(Cc1cnn(-c2ccccc2)c1)C(=O)c1ccc(S(=O)(=O)NCc2ccco2)cc1 returned CD40 NFkB inh -3.9.
Screening COc1cccc(NC(=O)C[C@H]2CC[C@H]3[C@@H](COc4ccc(NC(=O)C5CCCC5)cc4C(=O)N3C)O2)c1 returned CD40 NFkB inh -3.5.
For CN(C)CC(=O)N1CC2(C1)[C@@H](c1ccccc1)[C@@H](CO)N2C(=O)C1CC1 the results were CD40 NFkB inh 1.4[25 µM].
Screening O=C(C[C@@H]1C[C@H]2c3cc(NS(=O)(=O)c4ccc(F)cc4)ccc3O[C@H]2[C@H](CO)O1)N1CCc2ccccc2C1 returned CD40 NFkB inh 22.3[25 µM].
For COc1ccc(-c2nc(N)n(C(=O)c3ccccc3)n2)cc1 the results were CD40 NFkB inh -6.6.
CC(C)(C)n1nc(Cc2cccc3ccccc23)c2c(N)ncnc21 was read as CD40 NFkB inh 24.4.
Screening CCOc1ccc(NC(=O)CN2CCCC2c2cccs2)cc1S(=O)(=O)N1CCCC1 (stereo unspecified) returned CD40 NFkB inh -5.0.
`CCCNC(=O)N1C[C@H](O)COC[C@@H]2O[C@@H](CC(=O)OC)CC[C@H]21` gave CD40 NFkB inh -2.3[25 µM].
For Cn1c(=O)c2c(nc(Br)n2C)n(C)c1=O the results were CD40 NFkB inh 19.5.
`CCOC(=O)C1=C(Nc2ccccc2)CC(C)(O)C(C(=O)OCC)C1c1ccc(Cl)cc1` (stereo unspecified) gave CD40 NFkB inh 2.3.

An excerpt. The share of hits here may be higher or lower than overall.
